Screening results: PubChem BioAssay, University of Glasgow
telomere uncapping = survival after telomere uncapping, modulators, primary screen, cell-based (AID 1259312) | 4.5% of 4,500 active | HCT116 + Ad-hTR-mut, survival, MTT, 5 d; active compounds read high | fold change at 10 µM;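 active = cell survival measured by absorbance rises more than 2.5-fold over infected cells without compound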;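 also: virus expresses mutant telomerase RNA that uncaps telomeres and kills cells; compound added 2 days after infection so exposure lasts 3 days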
* hit, by the source's call; i = inactive.

1) C[C@H]1C(=O)O[C@H]2CCN3CC=C(COC(=O)[C@](C)(O)[C@@]1(C)O)C23 (stereo partly drawn)
  telomere uncapping: -2.1
2) O=[N+]([O-])c1cc(C(F)(F)F)cc2c1Oc1ccccc1O2
  telomere uncapping: -1.2
3) COc1cc2c(cc1OC)-c1c(OC)c(OC)c([N+](=O)[O-])c3c1C(C2)N(C)CC3 (stereo not drawn)
  telomere uncapping: -1
4) CN(C)[C@@H]1C(=O)C(C(N)=O)=C(O)[C@@]2(O)C(=O)C3=C(O)c4c(O)cccc4[C@@](C)(O)[C@H]3C[C@@H]12
  telomere uncapping: -1.4
5) NNc1ccn(C2OC(CO)C(O)C2O)c(=O)n1 (stereo not drawn)
  telomere uncapping: -1
6) CCc1nnc(NC(=O)CCl)s1
  telomere uncapping: 1.7
7) C[C@@H]1O[C@@H](O[C@H]2C[C@@H](O)[C@]3(CO)[C@H]4[C@H](O)C[C@]5(C)[C@@H](C6=CC(=O)OC6)CC[C@]5(O)[C@@H]4CC[C@]3(O)C2)[C@H](O)[C@H](O)[C@H]1O
  telomere uncapping: -30
8) CNc1ccc([N+](=O)[O-])cc1[N+](=O)[O-]
  telomere uncapping: 1.5
9) O=c1c2ccccc2nc(-c2cccnc2)n1-c1ccc(Br)cn1
  telomere uncapping: -1.6
10) CC(C)CCCn1c(O)c(C(c2ccccn2)c2c(O)n(CCCC(C)C)c(=O)[nH]c2=O)c(=O)[nH]c1=O
  telomere uncapping: 1
11) CC12CC(=O)C3C(CCC4=CC(=O)CCC43C)C1CCC2=O (stereo not drawn)
  telomere uncapping: -1.2
12) O=C1NC(=O)N(c2ccc3c(c2)OCO3)C(=O)/C1=C\c1ccc(N2CCCCC2)o1
  telomere uncapping: -1.1
13) O=c1c2ccccc2[nH]c(=S)n1-c1ccc(F)cc1
  telomere uncapping: 1.9
14) CCN1CCC2(CC1)C(=C=N)C(=S)NC(=O)C2C#N (stereo not drawn)
  telomere uncapping: i
15) O=[N+]([O-])c1ccc(NCCO)c2ncccc12
  telomere uncapping: 2.9*
16) C=C[C@H]1CN2CCC1C[C@@H]2C(O)c1ccnc2ccccc12 (stereo partly drawn)
  telomere uncapping: i
17) CCCCc1ccc(C=C(C#N)C#N)s1
  telomere uncapping: -1.2
18) Cc1ccc(C=C(C#N)C#N)o1
  telomere uncapping: -1.4
19) CCOc1ccc2nccc([C@@H](O)[C@@H]3C[C@@H]4CCN3C[C@@H]4CC)c2c1
  telomere uncapping: -1.3
20) Cn1cc(/C=C2\C(=O)NC(=O)N(c3ccccc3)C2=O)c2ccccc21
  telomere uncapping: -1.6
21) CC1(C)C(C(=O)Nc2cc(Br)c(Br)c(Br)c2)C1(C)C
  telomere uncapping: -1
22) [C-]#[N+]c1ccc(Cl)cc1C(C)S(=O)(=O)c1ccc(C)cc1 (stereo not drawn)
  telomere uncapping: -35
23) CC(=O)OC1CCC2(C)C(=CCC3C4CCC(=O)C4(C)CCC32)C1 (stereo not drawn)
  telomere uncapping: 1.5
24) COc1cc2c(cc1OC)-c1c(OC)c(OC)c(N)c3c1[C@H](C2)N(C)CC3
  telomere uncapping: 1.1
25) CC1=NCCc2c1[nH]c1cc(O)ccc21
  telomere uncapping: i

Of the compounds above, these have four or more nitrogen atoms:
5) NNc1ccn(C2OC(CO)C(O)C2O)c(=O)n1 (stereo not drawn)
  telomere uncapping: -1
9) O=c1c2ccccc2nc(-c2cccnc2)n1-c1ccc(Br)cn1
  telomere uncapping: -1.6
10) CC(C)CCCn1c(O)c(C(c2ccccn2)c2c(O)n(CCCC(C)C)c(=O)[nH]c2=O)c(=O)[nH]c1=O
  telomere uncapping: 1
14) CCN1CCC2(CC1)C(=C=N)C(=S)NC(=O)C2C#N (stereo not drawn)
  telomere uncapping: i

An excerpt from above in order of heavy-atom count, lowest first:
6) CCc1nnc(NC(=O)CCl)s1
  telomere uncapping: 1.7
8) CNc1ccc([N+](=O)[O-])cc1[N+](=O)[O-]
  telomere uncapping: 1.5
17) CCCCc1ccc(C=C(C#N)C#N)s1
  telomere uncapping: -1.2
20) Cn1cc(/C=C2\C(=O)NC(=O)N(c3ccccc3)C2=O)c2ccccc21
  telomere uncapping: -1.6

These rows are one share of the data; the hit share may differ from the screen's.
